Assay outcomes as filed in PubChem.
Neddyl block – blocks human cullin neddylation; P61081+Q13564; TR-FRET cullin neddylation, biochemical; calls only at 25 µM; actives 0.58% (n = 360,000); in the data active = inhibition above about 36%
MsrA inhibitor – inhibits bovine methionine sulfoxide reductase A; purified bovine MsrA, absorbance read-out; AID 651718; inhibition, % at 15.5 µM; actives 0.75% (n = 360,000); in the data active = inhibition above about 4.5%;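 note: 0% = vehicle wells with enzyme and 100% = reference inhibitor wells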
CSN inh – inhibitors of human CSN-mediated cullin deneddylation; Q92905; Purified CSN, SCF-Nedd8-OG deneddylation, fluorescence polarization; inhibition, % at 12.5 µM; actives 0.38% (n = 360,000); AID 651999;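 active = pattern-corrected inhibition above about 35%, with an unprinted fluorescence ratio check between 0.5 and 1.5, limit read from the data, passing the limit was not always enough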;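 note: 0% = enzyme with substrate and 100% = substrate without enzyme; some results filed as inactive read as strong as hits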
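Assay system: purified human Csn5 enzyme expressed in HEK293T cells; measure: % inhibition; also added: SCFSkp2-Nedd8OG substrate at 10 nM final; technique: fluorescence polarization; times: reaction 90 min, room temperature; medium: Tris buffer pH 7.5, NaCl, DTT, Tween-20, trehalose, ovalbumin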
MLLE-PAM2 inh – blocks PAM2 peptide binding to the PABP1 MLLE domain | P11940 | GST-MLLE / FITC-PAM2 fluorescence polarization | inhibition, % at 20 µM | actives 0.36% (n = 360,000); in the data active = inhibition above about 35%, passing the limit was not always enough;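 note: plate controls were DMSO wells with GST-MLLE for no effect and wells lacking GST-MLLE protein for full effect; some results filed as inactive read as strong as hits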
MsrA act – activates bovine MsrA enzyme; activation, % at 10.6 µM; purified bovine MsrA, absorbance read-out; actives 0.3% (n = 360,000); in the data active = activation above about 7.5%;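 note: 0% = vehicle and 100% = reference activator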
E coli Lon inh – E. coli protease La inhibition | P0A9M0 | purified E. coli Lon protease, fluorescence polarization | inhibition, % at 7.94 µM | actives 0.42% (n = 360,000); in the data active = inhibition above about 13%, passing the limit was not always enough;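 note: 0% = enzyme with probe and DMSO and 100% = no enzyme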
Rin1-Abl PPI inh – human Rin1-Abl interaction inhibition. actives 0.4% (n = 360,000). inhibition, % at 7.35 µM. TR-FRET Rin1/Abl binding, biochemical. AID 588664. P00519+Q13671; in the data active = inhibition above about 5%, passing the limit was not always enough
Target sequence (P00519 whole entry, looked up): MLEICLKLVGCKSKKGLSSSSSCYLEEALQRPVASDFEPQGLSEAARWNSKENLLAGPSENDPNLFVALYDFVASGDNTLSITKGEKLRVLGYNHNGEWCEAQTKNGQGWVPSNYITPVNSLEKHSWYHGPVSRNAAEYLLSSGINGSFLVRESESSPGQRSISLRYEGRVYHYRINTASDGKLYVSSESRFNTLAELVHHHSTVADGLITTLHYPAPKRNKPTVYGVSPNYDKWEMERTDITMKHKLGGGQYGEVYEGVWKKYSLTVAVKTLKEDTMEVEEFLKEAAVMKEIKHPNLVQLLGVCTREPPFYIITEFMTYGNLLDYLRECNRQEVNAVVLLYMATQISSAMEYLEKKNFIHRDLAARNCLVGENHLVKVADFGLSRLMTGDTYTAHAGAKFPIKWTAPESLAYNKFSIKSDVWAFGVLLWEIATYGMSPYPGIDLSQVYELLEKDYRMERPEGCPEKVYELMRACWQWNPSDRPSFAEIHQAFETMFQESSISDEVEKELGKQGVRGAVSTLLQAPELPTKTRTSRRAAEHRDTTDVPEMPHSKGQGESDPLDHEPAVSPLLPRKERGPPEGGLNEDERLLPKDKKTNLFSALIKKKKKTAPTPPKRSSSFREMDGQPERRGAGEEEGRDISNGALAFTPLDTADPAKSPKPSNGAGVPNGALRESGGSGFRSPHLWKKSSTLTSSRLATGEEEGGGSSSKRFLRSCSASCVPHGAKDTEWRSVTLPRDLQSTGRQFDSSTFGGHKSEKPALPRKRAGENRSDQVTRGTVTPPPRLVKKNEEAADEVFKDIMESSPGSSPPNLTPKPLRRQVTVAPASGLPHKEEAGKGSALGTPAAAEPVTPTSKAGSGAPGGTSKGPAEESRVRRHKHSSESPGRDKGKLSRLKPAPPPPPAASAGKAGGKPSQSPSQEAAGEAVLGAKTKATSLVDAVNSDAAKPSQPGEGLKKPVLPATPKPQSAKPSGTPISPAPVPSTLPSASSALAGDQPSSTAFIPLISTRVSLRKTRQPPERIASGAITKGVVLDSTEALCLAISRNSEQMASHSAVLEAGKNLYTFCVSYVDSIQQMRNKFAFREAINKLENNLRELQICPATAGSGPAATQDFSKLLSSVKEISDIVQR
Target sequence (Q13671 whole entry, looked up): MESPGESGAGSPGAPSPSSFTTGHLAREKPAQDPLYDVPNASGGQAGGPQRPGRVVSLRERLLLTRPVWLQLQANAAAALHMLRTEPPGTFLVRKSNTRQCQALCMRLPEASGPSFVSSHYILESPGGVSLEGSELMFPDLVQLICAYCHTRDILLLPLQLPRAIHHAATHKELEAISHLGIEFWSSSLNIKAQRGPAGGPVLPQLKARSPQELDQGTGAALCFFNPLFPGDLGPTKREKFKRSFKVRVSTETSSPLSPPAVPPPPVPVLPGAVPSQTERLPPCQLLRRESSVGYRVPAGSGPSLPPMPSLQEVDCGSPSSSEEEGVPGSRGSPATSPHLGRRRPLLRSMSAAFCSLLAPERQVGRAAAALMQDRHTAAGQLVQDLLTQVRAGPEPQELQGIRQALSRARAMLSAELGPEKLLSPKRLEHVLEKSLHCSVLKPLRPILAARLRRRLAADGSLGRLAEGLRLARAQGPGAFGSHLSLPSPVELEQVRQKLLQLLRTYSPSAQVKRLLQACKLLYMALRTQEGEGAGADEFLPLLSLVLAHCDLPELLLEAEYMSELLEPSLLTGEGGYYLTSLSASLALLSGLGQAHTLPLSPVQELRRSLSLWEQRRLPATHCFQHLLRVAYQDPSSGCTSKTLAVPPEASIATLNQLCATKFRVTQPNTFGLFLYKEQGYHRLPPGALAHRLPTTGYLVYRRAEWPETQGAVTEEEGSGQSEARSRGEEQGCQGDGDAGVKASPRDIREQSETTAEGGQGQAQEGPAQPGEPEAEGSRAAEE
Tb MetRS inh – blocks T. brucei methionyl-tRNA synthetase activity | AID 624268 | purified T. brucei MetRS, ATP depletion, Kinase-Glo luminescence | actives 0.4% (n = 360,000) | inhibition, % at 11.9 µM;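 active = inhibition above a per-plate cutoff of the control wells' mean inhibition plus 3 SD, cut at about 5.5% in these data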;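 note: 0% = DMSO wells median and 100% = median of wells with control inhibitor compound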
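Material: parasite MetRS enzyme / Replication: singlicate, one well per compound / Signal: luminescence of leftover ATP / Schedule: 2 h aminoacylation at 25 °C after 15 min preincubation / Medium: HEPES-MgCl2-KCl buffer plus DTT, spermine, BSA, pyrophosphatase / Doses: 11.9 µM single point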
FAS-TE inh – FAS thioesterase (human) inhibition; P49327; recombinant FAS-TE, OMFH fluorogenic substrate, fluorescence endpoint; inhibition, % at 15 µM; actives 0.67% (n = 360,000); AID 602261;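 active = compounds whose normalised, plate-corrected inhibition of enzyme fluorescence in the single-dose primary screen is 50% or more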;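 note: 0% = DMSO with enzyme and 100% = substrate without enzyme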
* marks the source's active call; other numbers are inactive results; i = inactive; x = no result given.

SMILES	Neddyl block	MsrA inhibitor	CSN inh	MLLE-PAM2 inh	MsrA act	E coli Lon inh	Rin1-Abl PPI inh	Tb MetRS inh	FAS-TE inh
Cc1ccccc1CN(C)C(=O)[C@H](Cc1ccccc1)NC(=O)c1ccco1	i	0.8	4	6	-5	18	0	-0.6	5
O=C(NCc1ccccc1)C(c1ccncc1)n1c(=O)c(-c2ccco2)nc2ccccc21 (stereo not drawn)	i	0.3	0	x	x	x	x	-0.3	x
O=C(O)CCCCCCNC(=O)c1cncc(O)c1	i	0.9	-10	-13	-2	3	-5	0.2	-5
Cc1nc(-c2ccc(F)cc2)c(CC(=O)N(C)CC(=O)Nc2cccc(F)c2)s1	i	-0.1	-11	7	-1	-1	0	-0.2	-3
O=C(Nc1ccc(F)cc1F)c1ccc(S(=O)(=O)N2CCCCC2)cc1	i	1.5	0	5	-6	-3	1	-0.2	4
Cc1ccc(C(=O)Nc2ccc(-c3csc(C)n3)cc2)cc1	i	-1.3	-6	-8	-11	0	-3	-0.6	1
O=C(CN1CCOCC1)Nc1ncc(Cc2ccccc2Cl)s1	i	1.4	-1	4	-3	3	-4	-0.2	-4
CC1CN(C2=Nc3cccc4cccc2c34)CC(C)O1 (stereo not drawn)	i	1.7	-12	29	-10	28*	-9	-1.2	-12
CCNC(=S)N1CCN(c2ncccn2)CC1	i	0.5	0	-95	-4	-9	0	0.0	-10
CCc1nc2ccc(C(=O)NCCc3ccc(OC)c(OC)c3)cc2nc1CC	i	0.7	5	-4	-2	0	-3	0.1	-1
O=C(NC1CCCc2ccccc21)c1ccc(F)cc1F (stereo not drawn)	i	-1.5	2	17	-3	7	-1	0.1	4
COc1ccc(N2CC(C(=O)NCCc3ccc(Cl)cc3)CC2=O)c(OC)c1 (stereo not drawn)	i	0.1	1	9	-7	4	0	-0.6	-2
CC(=N[C@@H]1CCCC[C@H]1N=C(C)c1ccccc1O)c1ccccc1O	i	-0.7	-10	0	-3	-7	2	-0.9	-10
CCOc1ccc(NC(=O)CN(C)C(=O)CCc2ccccc2Cl)cc1OCC	i	1.0	-4	-1	-3	-3	1	0.1	-3
N#Cc1ccc(-c2nc3c(Cl)cc(C(F)(F)F)cn3c2Cc2ccsc2)cc1	i	-0.9	3	x	2	-5	x	-0.5	9
O=c1ccc2ccc(O)cc2o1	i	2.2	-1	4	-4	-7	-2	-0.5	-8
COc1cc(C(=O)NC2CC3CCCC(C2)N3Cc2ccccc2)cc(OC)c1OC (stereo not drawn)	i	-0.8	2	-4	-3	3	0	-0.6	-4
O=C(NNC(=O)c1cc2ccccc2o1)c1ccc(F)cc1	i	-0.3	-5	-14	-3	-2	1	-0.4	0
C=CCCC(=O)N1C[C@@H](CO)[C@@H](NC)C[C@H]1c1ccccc1Br	i	1.4	107*	13	-8	1	2	-1.3	1
CC(=O)Nc1ccc(S(=O)(=O)NNC(=O)c2ccc(C)cc2)cc1	i	0.6	-2	-9	0	-8	0	-0.3	-6
Cn1nnc(NC(=O)CSc2ccc(Cl)cc2)n1	i	0.5	5	21	-2	2	-4	-0.6	1
N#CC1(c2ccccc2)CCCN1C(=O)c1ccccc1Cl (stereo not drawn)	i	0.8	-1	12	-4	-3	1	-1.7	-3
Fc1ccc(N2CCN(Cc3cn[nH]c3-c3ccccc3)CC2)cc1	i	-1.0	4	-6	-3	-3	0	-0.2	-3
CCOc1ccc(Cc2onc3c2C(=O)CCC3)cc1OCC	i	0.7	-1	-6	-4	7	0	0.6	-2
Cc1nnc2c(N(C)S(=O)(=O)c3ccccc3)nc3ccccc3n12	i	0.6	-1	-10	-1	14	-3	0.7	-4
SMILES	Neddyl block	MsrA inhibitor	CSN inh	MLLE-PAM2 inh	MsrA act	E coli Lon inh	Rin1-Abl PPI inh	Tb MetRS inh	FAS-TE inh
CC(C)(C)C(=O)COC(=O)C1=NN(c2ccccc2)C(=O)CC1	i	-0.6	2	-18	-5	8	6	-0.9	5
CC(C)(C)NCc1cccn1-c1sc2c(c1C#N)CCCC2	i	-0.2	-2	-6	-11	0	2	-1.2	-9
Cn1c(=O)c2[nH]c(CCc3ccncc3)nc2n(C)c1=O	i	-1.2	-1	11	-3	0	-1	-0.1	-9
CCCCN(C)C(=O)C1CCN(Cc2ccccn2)CC1	i	-0.1	3	-4	-10	-11	1	0.4	-8
CC(CN(C)Cc1ccccc1)OC(=O)c1ccccc1F (stereo not drawn)	i	-0.4	1	7	-1	4	0	-0.6	6
COc1ccc(Br)cc1S(=O)(=O)NNC(=O)c1c(C)nc2ccccn12	i	-1.0	-3	6	-3	2	1	-0.5	-2
CCSc1nc2ccccc2n1CC(N)=O	i	-0.4	-13	2	1	-6	2	0.9	-5
Cc1nc(N2CCN(S(=O)(=O)c3ccccc3)CC2)c2c3c(sc2n1)CC(C)CC3 (stereo not drawn)	i	-1.2	-3	17	1	-8	-1	-0.5	32
COc1cccc(-c2nc(CC(=O)O)cs2)c1OC	i	0.0	-3	-3	-7	-2	2	-0.9	-5
COc1ccc(C2CC(c3c(-c4ccccc4)c4cc(Cl)ccc4[nH]c3=O)=NN2C(=O)CCC(=O)O)cc1 (stereo not drawn)	i	1.3	-8	4	-8	-4	4	0.4	-2
Cc1ccc2c(c1)c1nnc(SCC(=O)NC3CC3)nc1n2C	i	2.0	4	-1	-3	-2	-4	1.5	-2
COc1ccc(C(=O)c2ccc(Cl)cc2)cc1	i	1.6	2	-8	-1	-6	-5	-3.1	10
COc1ccccc1NC(=O)c1ccc(S(=O)(=O)N(C)c2ccccc2OC)cc1	i	0.5	3	15	-10	4	2	-0.7	22
Cc1ccc(N2C(=O)Nc3ccccc3C2(O)C(=O)NCCCOC(C)C)cc1C (stereo not drawn)	i	-0.1	0	-2	2	-5	1	0.3	-2
c1ccc(SC23CC4CC(CC(C4)C2)C3)nc1	i	-0.3	0	5	-9	2	0	-0.3	3
O=C1NC(C(=O)O)=CC(c2ccc([N+](=O)[O-])cc2)N1 (stereo not drawn)	i	1.8	-1	16	-2	-2	-4	-0.1	2
COc1ccc(/C=C/C(=O)Nc2nonc2NC(C)=O)cc1	i	4.6*	-6	-15	-7	6	-2	-0.3	-10
c1coc(CNC2CCCCC2)c1	i	-2.1	-4	9	2	-7	2	-0.5	-6
Cc1nc2ccc(S(=O)(=O)NC(CC(C)C)C(=O)O)cc2s1 (stereo not drawn)	i	0.1	-4	0	-3	-6	3	-0.6	-8
O=C(O)/C=C/c1ccc(Oc2ncccn2)cc1	i	1.6	0	6	-4	1	2	-0.7	-10
O=C(Nc1cccc(S(=O)(=O)N2CCCCC2)c1)c1ccccn1	i	-0.2	-2	3	-7	-2	-2	-0.7	2
CCCn1nnnc1NC(=O)COc1ccc(Br)cc1	i	-1.7	-2	-11	-2	2	0	-0.4	-3
Cc1ccc(N2CC(C(=O)Nc3cccc(S(=O)(=O)N4CCOCC4)c3)CC2=O)cc1 (stereo not drawn)	i	-0.1	-6	-14	1	-4	-2	-0.2	-1
O=C(O)c1ccc(NS(=O)(=O)/C=C/c2ccccc2)cc1	i	-0.5	-1	2	-6	-3	-1	-0.8	-9
O=C(COc1ccc(Br)cc1)NNC(=O)c1cc(S(=O)(=O)N2CCOCC2)ccc1Cl	i	-0.6	3	11	-1	2	3	-0.5	-2
SMILES	Neddyl block	MsrA inhibitor	CSN inh	MLLE-PAM2 inh	MsrA act	E coli Lon inh	Rin1-Abl PPI inh	Tb MetRS inh	FAS-TE inh
Cc1ccc(C(=O)NCC(=O)OCC(=O)NCCc2ccccc2)s1	i	-1.2	-8	18	-4	-5	2	-0.6	-4
CC1(C)CC(NC(=O)c2cccc(F)c2)CC(C)(C)N1	i	-1.5	-1	14	-2	5	1	-0.1	-6
CCOC(=O)c1c(NC(=S)NCCc2ccccc2)sc2c1CC(C(C)C)OC2 (stereo not drawn)	i	-1.1	-16	16	-3	-8	-5	-0.1	36
CN(C)S(=O)(=O)Nc1cccc(-c2cn3c(n2)SCC3)c1	i	-1.3	2	9	-3	-7	-4	-0.2	-5
COc1ccc(/C=C/C(=O)Nc2ccc(C)c(S(=O)(=O)N3CCOCC3)c2)cc1	i	2.0	7	9	-8	-7	3	1.0	18
COc1ccc(Cn2nnnc2CN2CCc3ccccc32)cc1	i	1.3	8	-9	-8	-9	0	-1.7	4
CCOC(=O)[C@H]1[C@H]2COc3cc(OC)ccc3[C@@H]2N2C(=O)CN(Cc3ccccc3)C(=O)[C@@]12C	i	-0.8	1	3	-4	-2	3	-0.1	-1
O=C(CC1Nc2cccc3cccc(c23)NC1=O)Nc1ccccc1 (stereo not drawn)	i	0.4	4	7	-2	9	2	1.1	3
COC(=O)c1ccccc1NC(=O)CC(=O)Nc1ccccc1C(=O)OC	i	0.7	1	-6	1	-7	-1	0.2	4
Cn1c(SCC(=O)Nc2ccc3c(c2)OCCO3)nnc1-c1ccncc1	i	0.6	1	0	-1	4	-1	-0.1	-5
O=S1(=O)CCN2C(c3ccco3)=CSC2=N1	i	-0.1	2	23	-1	2	1	0.2	-5
O=C(c1cccs1)N1CCN(C/C=C/c2ccccc2)CC1	i	0.0	-3	7	-1	-5	1	0.1	-2
NC(N)=NS(=O)(=O)c1ccc(N)cc1	i	0.1	-1	-12	-1	-2	0	-0.2	-2
CC(C)c1ccc(NC(=O)C(c2ccc3c(c2)OCO3)N2CCC3(CC2)OCCO3)cc1 (stereo not drawn)	i	1.1	10	7	-4	-4	1	-0.4	25

Among those listed so far, these contain a Cl atom.
SMILES	Neddyl block	MsrA inhibitor	CSN inh	MLLE-PAM2 inh	MsrA act	E coli Lon inh	Rin1-Abl PPI inh	Tb MetRS inh	FAS-TE inh
O=C(CN1CCOCC1)Nc1ncc(Cc2ccccc2Cl)s1	i	1.4	-1	4	-3	3	-4	-0.2	-4
COc1ccc(N2CC(C(=O)NCCc3ccc(Cl)cc3)CC2=O)c(OC)c1 (stereo not drawn)	i	0.1	1	9	-7	4	0	-0.6	-2
CCOc1ccc(NC(=O)CN(C)C(=O)CCc2ccccc2Cl)cc1OCC	i	1.0	-4	-1	-3	-3	1	0.1	-3
N#Cc1ccc(-c2nc3c(Cl)cc(C(F)(F)F)cn3c2Cc2ccsc2)cc1	i	-0.9	3	x	2	-5	x	-0.5	9
Cn1nnc(NC(=O)CSc2ccc(Cl)cc2)n1	i	0.5	5	21	-2	2	-4	-0.6	1
N#CC1(c2ccccc2)CCCN1C(=O)c1ccccc1Cl (stereo not drawn)	i	0.8	-1	12	-4	-3	1	-1.7	-3
COc1ccc(C2CC(c3c(-c4ccccc4)c4cc(Cl)ccc4[nH]c3=O)=NN2C(=O)CCC(=O)O)cc1 (stereo not drawn)	i	1.3	-8	4	-8	-4	4	0.4	-2
COc1ccc(C(=O)c2ccc(Cl)cc2)cc1	i	1.6	2	-8	-1	-6	-5	-3.1	10
O=C(COc1ccc(Br)cc1)NNC(=O)c1cc(S(=O)(=O)N2CCOCC2)ccc1Cl	i	-0.6	3	11	-1	2	3	-0.5	-2
